Plk1 PBD FP: Plk1 (human) PBD binding inhibition | P53350 | Plk1 PBD phosphopeptide binding, fluorescence polarization | inhibition, %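 (tested at about 20 µM)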 | 0.13% of 97,000 active | AID 693; in the data active means inhibition above about 34%, passing the limit was not always enough
Candida biofilm: kills Candida albicans biofilms; C. albicans biofilm + clotrimazole, Alamar Blue; AID 834; inhibition, % at 6 µM; 0.14% of 85,000 active;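 active means inhibition above 20%; inactive means inhibition below 20%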;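 further: preformed 24 hr biofilms exposed to compound for 48 hr; 0% = biofilm without compound and 100% = blank killed by clotrimazole plus chlorhexidine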
PTPN22 act: LYP (human) phosphatase activation; Q9Y2R2; recombinant LYP, DiFMUP fluorescence; 0 = plate median, 100 = signal doubled; activation, % at 2 µM; 0.11% of 96,000 active; AID 697;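 active means activation at 2 µM above a set limit, the mean plus 5 SD, cut at about 37% in these data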
Target sequence (Q9Y2R2 whole entry, looked up): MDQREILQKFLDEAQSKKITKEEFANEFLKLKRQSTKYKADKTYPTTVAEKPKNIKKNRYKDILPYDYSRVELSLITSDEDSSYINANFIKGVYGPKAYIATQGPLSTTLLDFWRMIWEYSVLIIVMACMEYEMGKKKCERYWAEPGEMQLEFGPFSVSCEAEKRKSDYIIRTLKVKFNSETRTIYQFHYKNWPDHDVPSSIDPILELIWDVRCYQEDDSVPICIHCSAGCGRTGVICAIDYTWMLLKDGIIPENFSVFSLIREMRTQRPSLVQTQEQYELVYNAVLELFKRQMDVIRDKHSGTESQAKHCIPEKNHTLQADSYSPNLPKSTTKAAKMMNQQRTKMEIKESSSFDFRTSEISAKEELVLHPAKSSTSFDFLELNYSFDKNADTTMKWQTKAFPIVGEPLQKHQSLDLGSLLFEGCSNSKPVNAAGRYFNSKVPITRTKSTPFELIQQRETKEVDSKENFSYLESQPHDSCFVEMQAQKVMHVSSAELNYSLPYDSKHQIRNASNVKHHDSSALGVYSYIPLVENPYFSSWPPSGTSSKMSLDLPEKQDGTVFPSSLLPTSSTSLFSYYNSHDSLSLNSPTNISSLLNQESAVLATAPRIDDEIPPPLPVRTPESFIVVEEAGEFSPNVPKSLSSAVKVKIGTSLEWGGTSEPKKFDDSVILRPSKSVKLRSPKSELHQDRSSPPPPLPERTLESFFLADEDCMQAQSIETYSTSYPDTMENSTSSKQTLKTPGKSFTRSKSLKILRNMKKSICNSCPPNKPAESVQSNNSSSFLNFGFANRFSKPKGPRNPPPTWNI
Rev-RRE block: HIV Rev-RRE protein-RNA interaction inhibition; P05866; Rev peptide-RRE RNA binding, FRET; inhibition, % at 8 µM; 0.79% of 97,000 active;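 active means inhibition above the screen-wide mean plus 3 SD, cut at about 35% in these data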;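 further: 0% = median DMSO wells and 100% = median Neomycin B control wells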
Target sequence (P05866 whole entry, looked up): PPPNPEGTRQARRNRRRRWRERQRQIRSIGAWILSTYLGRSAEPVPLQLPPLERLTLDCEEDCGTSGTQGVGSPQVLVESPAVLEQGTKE
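Test system: Cy5-tagged RRE RNA duplex with fluorescein-tagged Rev peptide; Probe or stimulus: labelled Rev peptide; Schedule: 5 min preincubation and 15 min binding, 25 °C; Signal: FRET fluorescence readout; Evaluation: % inhibition from 671/540 nm acceptor-to-donor ratio, scaled between controls; Control set: DMSO and neomycin B.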
CYP2C9 inh: human CYP2C9 inhibition | AID 777 | 20% of 96,000 active | inhibition, % at 5 µM | CYP2C9 Supersomes, luciferin-H conversion, luminescence | P11712;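 active means blocking of liver enzyme CYP2C9 beyond about 50% at 5 µM, limit read from the data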; further: values of inactives mirror those of a sister screen read the other way
CYP2C9 act: activators of human CYP2C9. recombinant CYP2C9, luciferin-H conversion, luminescence; stronger effect = higher value; factor 1 = untreated enzyme, 0 = blocked. activation factor at 5 µM. 1.4% of 96,000 active. AID 1024;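 active means activation factor of 2 or more for CYP2C9 at a 5 µM dose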;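 further: 0 = sulfaphenazole-blocked wells and 1 = vehicle-only wells; values of inactives mirror those of a sister screen read the other way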
EphB4 ephrin blk: antagonists of human EphB4-ephrin-B2 interaction; P54760; EphB4 LBD / TNYL-RAW-Alexa532 peptide, fluorescence polarization; inhibition, % at 7 µM; 0.15% of 97,000 active;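 active means inhibition above the screen-wide mean inhibition plus 3 SD, cut at about 15% in these data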;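 further: 0% = DMSO wells and 100% = excess unlabeled TNYL-RAW peptide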
PTPN22 inh 2: inhibitors of human LYP (PTPN22) phosphatase; Q9Y2R2; inhibition, % at 2 µM; recombinant LYP catalytic domain, DiFMUP fluorescence; 0.21% of 96,000 active;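 active means inhibition at 2 µM at or above a set limit, the screen mean plus 3 SD, cut at about 24% in these data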;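 further: 0% = DMSO with enzyme and 100% = enzyme fully blocked by orthovanadate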
PLK1 inh: blocks human PLK1 kinase activity; inhibition, % at 10 µM; 0.53% of 97,000 active; recombinant PLK1 kinase, TR-FRET peptide phosphorylation;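 active means inhibition of 50% or more in the single-concentration screen; inactive means inhibition below 50%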;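 further: 0% = DMSO max control and 100% = H-89 dihydrochloride min control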
Numbers without * were called inactive; / = no result given. Rows are unselected; 20% or so of the library scored in one or more.

SMILES | Plk1 PBD FP | Candida biofilm | PTPN22 act | Rev-RRE block | CYP2C9 inh | CYP2C9 act | EphB4 ephrin blk | PTPN22 inh 2 | PLK1 inh
COc1ccccc1C1(CC(=O)O)CCOC(C)(C)C1 (stereo not drawn) | 5 | / | -1 | 6 | -9 | 1.1 | 2 | 1 | -16
Cn1c(NC(=O)c2cc(-c3ccc4c(c3)OCO4)nc3ccccc23)cc(=O)n(C)c1=O | -25 | 6 | -2 | 7 | 73* | 0.3 | 8 | 6 | -3
Cc1ccc(S(=O)(=O)N2CCCC(C(=O)NCCc3ccc4c(c3)OCO4)C2)cc1 (stereo not drawn) | -25 | -8 | 1 | 11 | 36 | 0.6 | 1 | -1 | -10
Cc1ccc2cccc(O)c2[n+]1[O-] | -16 | 4 | 7 | 0 | 11 | 0.9 | -4 | -7 | 1
O=C(NC12CC3CC(CC(C3)C1)C2)N1CCCC(CO)C1 (stereo not drawn) | -5 | 6 | -6 | 8 | 12 | 0.9 | 10 | 5 | -6
CCOc1ccccc1NC(=O)CSc1nnc(-c2cnccn2)n1C | 14 | / | -3 | 2 | -8 | 1.1 | 2 | 3 | -1
CC(=O)c1ccc(-c2nc3c4ccccc4ccn3c2C(C)=O)o1 | 36 | / | -1 | 12 | 4 | 1 | -7 | 0 | 2
CCOC(=O)C(NCc1ccc2c(c1)OCO2)(NC(=O)c1ccccc1)C(F)(F)F (stereo not drawn) | 1 | 8 | 1 | 3 | 74* | 0.3 | 2 | 2 | -10
O=C(NCC1CCCO1)c1ccccc1NC(=O)c1cccc2ccccc12 (stereo not drawn) | -9 | / | -10 | 3 | 42 | 0.6 | -2 | 10 | -13
COc1ccccc1C(=O)Nc1ccc2c(c1)OCCO2 | -10 | 6 | -9 | 6 | -108 | 2.1* | 5 | 10 | -9
CC1(C)CC(=O)C(C=NCCN2CCN(C(=O)c3ccc(Br)cc3)CC2)=C(O)C1 | 9 | 6 | -3 | 4 | / | / | 0 | 3 | -15
Cc1[nH]c2c(Br)cccc2c1[C@H]1[C@@H](CC#N)C1(C)C | -10 | -4 | 1 | 18 | 55* | 0.4 | 0 | -1 | -13
O=C(COC(=O)c1ccccc1O)Nc1ccc(OC(F)F)cc1 | -15 | 9 | -12 | 9 | 12 | 0.9 | 7 | 10 | 2
CCc1cccc2c(C=C(C#N)C#N)cn(CC(=O)N3CCCCC3)c12 | -4 | / | -1 | 3 | 0 | 1 | 0 | 2 | -8
Cn1nc(CC(=O)NCc2ccc(F)cc2)c2ccccc2c1=O | 6 | 7 | -1 | 8 | -3 | 1 | 5 | -3 | -5
COCC(O)CSc1c([N+](=O)[O-])nc(C)n1Cc1ccc(OC)c([N+](=O)[O-])c1 (stereo not drawn) | 13 | 4 | -2 | 10 | / | / | 2 | 1 | -14
COc1ccc2c(c1)CC/C(=C\c1ccc(OC)c(Cn3cccn3)c1)C2=O | 21 | / | 2 | 8 | 91* | 0.1 | 1 | -3 | -5
CCOC(=O)CNC(=O)CSc1nnnn1-c1cc(C)ccc1C | -15 | 7 | 4 | 7 | -57 | 1.6 | 8 | -5 | -13
COc1ccc(-c2nc(C#N)c(N3CCc4ccccc4C3)o2)cc1OC | 19 | -1 | 1 | -5 | 23 | 0.8 | -6 | 1 | -7
Cc1nn(CC(=O)Nc2nnc(CC(=O)N3CCCC3)s2)c(=O)c2ccccc12 | 7 | -8 | -1 | 6 | -18 | 1.2 | -4 | -2 | -3

3 compounds picked at random from the list so far:
SMILES | Plk1 PBD FP | Candida biofilm | PTPN22 act | Rev-RRE block | CYP2C9 inh | CYP2C9 act | EphB4 ephrin blk | PTPN22 inh 2 | PLK1 inh
CC(=O)c1ccc(-c2nc3c4ccccc4ccn3c2C(C)=O)o1 | 36 | / | -1 | 12 | 4 | 1 | -7 | 0 | 2
O=C(COC(=O)c1ccccc1O)Nc1ccc(OC(F)F)cc1 | -15 | 9 | -12 | 9 | 12 | 0.9 | 7 | 10 | 2
Cc1ccc2cccc(O)c2[n+]1[O-] | -16 | 4 | 7 | 0 | 11 | 0.9 | -4 | -7 | 1

Continued.
SMILES | Plk1 PBD FP | Candida biofilm | PTPN22 act | Rev-RRE block | CYP2C9 inh | CYP2C9 act | EphB4 ephrin blk | PTPN22 inh 2 | PLK1 inh
COc1ccc(N2C(=O)C(Cl)=C(N(CCO)Cc3ccccc3)C2=O)cc1 | 11 | 4 | 3 | 6 | 98* | 0 | 0 | -6 | 0
CS(=O)(=O)N1CCN(C(=O)c2ccc(F)cc2)CC1 | 6 | 7 | 3 | 10 | -24 | 1.2 | 5 | -5 | -8
Cc1onc(-c2ccccc2Cl)c1C(=O)Nc1ccc(N2CCOCC2)cc1 | -9 | / | 10 | -1 | 0 | 1 | -2 | -4 | -6
CC1=CC(=C2C(=O)c3ccccc3C2=O)C=C(C)O1 | -29 | 4 | 11 | -1 | 3 | 1 | 7 | -14 | -4
O=C(Nc1cccc(F)c1)C1C2C=CC3(CN(CCCN4CCOCC4)C(=O)C13)O2 (stereo not drawn) | -53 | 5 | 2 | 4 | -7 | 1.1 | 1 | -3 | -14
CCCCc1ccc(Nc2ncccc2C#N)cc1 | 37 | / | -1 | 16 | 12 | 0.9 | 12 | 5 | -10
COc1cc(C(=O)Nc2ccccn2)cc(OC)c1OC | -8 | 0 | 0 | 2 | 3 | 1 | -4 | -1 | -5
N#CCCN(Cc1cccnc1)S(=O)(=O)c1ccc(S(=O)(=O)N2CCCCCC2)cc1 | 1 | 8 | 1 | 0 | 19 | 0.8 | 0 | -4 | -11
COCCNC(=O)CN1CCC(NC(=O)Nc2ccccc2)CC1 | -6 | / | -6 | 3 | -6 | 1.1 | 2 | 4 | -3
Cc1cc(Nc2ccccc2)n(C(=O)c2ccccc2)n1 | -4 | 4 | 1 | 13 | 24 | 0.8 | 4 | 0 | -1
Cc1c(NC2=NC(C)(C)Cc3ccccc32)c(=O)n(-c2ccccc2)n1C | 20 | -1 | 2 | 6 | / | / | 1 | -2 | -13
COC(=O)CC1SCCNC1=O (stereo not drawn) | -6 | 9 | 7 | 4 | -18 | 1.2 | 2 | -3 | -2
O=C(CN1C(=O)c2ccccc2S1(=O)=O)c1ccccc1 | -13 | 3 | -8 | 11 | 23 | 0.8 | -3 | 5 | -8
COC(=O)c1c(C)[nH]c(C(=O)OCC(=O)NCC(C)C)c1C | -14 | -7 | -6 | 8 | 43 | 0.6 | 10 | 3 | -1
O=C(Nc1ccccn1)C1CCN(S(=O)(=O)c2cccc3nonc23)CC1 | 36* | 1 | 3 | 0 | 27 | 0.7 | 4 | 0 | -1
CCOC(=O)C1NC(=O)CC1c1ccccc1 (stereo not drawn) | 13 | 5 | -4 | 5 | -1 | 1 | -4 | 7 | -14
O=C1c2[nH]nc(-c3ccccc3O)c2C(c2cccc(Cl)c2)N1Cc1ccco1 (stereo not drawn) | -23 | 7 | -6 | 8 | 95* | 0 | -1 | 6 | 0
O=C(CNC1=NCCC1)c1ccc2c(c1)OCCO2 | 3 | / | 2 | 6 | 2 | 1 | -10 | -4 | -6
O=C(NCc1ccco1)c1cc(-c2cccc(Cl)c2)on1 | -29 | 9 | 8 | 1 | -54 | 1.5 | -2 | -11 | 38
CC(C)Oc1nnnn1-c1ccccc1 | -2 | 6 | 30 | 3 | 63* | 0.4 | 4 | -26 | -11
COc1cc(/C=C2/SC(=S)N(CC(=O)Nc3nc4ccccc4s3)C2=O)cc(OC)c1OC | -23 | / | 2 | 17 | 37 | 0.6 | 3 | 3 | -2
CCOC(=O)Nc1nnc(CCc2ccccc2)s1 | 5 | -1 | 7 | 10 | 62* | 0.4 | 9 | -7 | -8
COC(=O)/C(C(C)=O)=C(/C=C/C=C/N(C)C)N(C)C | 21 | 2 | 5 | 4 | -12 | 1.1 | -7 | -4 | -4
Clc1ccc(CSc2nnc(/C=C/c3ccccc3)o2)cc1 | -16 | / | 21 | 6 | 14 | 0.9 | -4 | -17 | -3
COc1oc(-c2ccccc2C)nc1C(F)(F)F | -28 | 5 | -3 | 2 | 4 | 1 | -9 | 4 | -6
O=c1[nH]c(CSc2ncc(-c3ccc(F)cc3)n2Cc2ccco2)nc2ccccc12 | 11 | -3 | -8 | 11 | 21 | 0.8 | 9 | 7 | -7
Cc1cc(NC(=O)COc2ccc(N(C)S(=O)(=O)c3ccccc3)cc2)no1 | -2 | 1 | -5 | 4 | 55* | 0.4 | -4 | 2 | -1
O=C(CC(c1ccccc1)c1cc(Cl)ccc1O)N1CCOCC1 (stereo not drawn) | -2 | 3 | -5 | 5 | -13 | 1.1 | 5 | 4 | -8
CC(C)CCN(C)C1CCN(S(=O)(=O)c2ccc(F)cc2)CC1 | 4 | 3 | 5 | -6 | 7 | 0.9 | -9 | -7 | -15
COc1ccc(OC)c(C2CC(=O)c3c([nH]c(C(=O)OC(C)C)c3C)C2)c1 (stereo not drawn) | -40 | 5 | -6 | 12 | 58* | 0.4 | 4 | 2 | 11
CSCCC(NS(=O)(=O)c1ccc(Cl)cc1)C(=O)OCC(=O)NC1CC1 (stereo not drawn) | -7 | 5 | 5 | 2 | 4 | 1 | 2 | -2 | 8
COc1ccc(-n2c(CNC(=O)c3ccc(S(=O)(=O)N4CCCC4)cc3)n[nH]c2=S)cc1 | -3 | / | -3 | 0 | 17 | 0.8 | -5 | 2 | -7
O=C(NCc1cccnc1)c1cnc2n(c1=O)CCS2 | -1 | 8 | 2 | 2 | / | / | -4 | -1 | -11
O=C(COc1ccc(S(=O)(=O)N2CCCCC2)cc1)NCc1ccncc1 | 19 | -2 | -8 | 5 | 92* | 0.1 | 2 | 8 | 3
CCOC(=O)CC1C(=O)NCCN1C(=O)Nc1ccccc1 (stereo not drawn) | -15 | 8 | -5 | 12 | 6 | 0.9 | 0 | 7 | -14
O=C(c1ccccc1)c1coc2ccc(O)c(Cl)c12 | -12 | 2 | -2 | 0 | 64* | 0.4 | -5 | 0 | 23
CCOc1ccccc1C1C(C(=O)Nc2ccc(OC)cc2)=C(C)Nc2nc(CCCO)nn21 (stereo not drawn) | -4 | 4 | 3 | 3 | / | / | -2 | -5 | 3
Cc1ccc(-c2noc(C3CCCCC3)n2)cc1 | -22 | 7 | 1 | 5 | 4 | 1 | 5 | 2 | -7
O=C(CN1C(=O)c2cccc3cccc1c23)Nc1cccnc1 | 13 | / | -6 | 7 | / | / | 3 | 10 | -13
O=C1CCCN1c1ccc(S(=O)(=O)Nc2ccc3c(c2)OCCO3)cc1 | -6 | / | -9 | 7 | 40 | 0.6 | 9 | 11 | 1

2 entries from above, reformatted:
Structure	Plk1 PBD FP	Candida biofilm	PTPN22 act	Rev-RRE block	CYP2C9 inh	CYP2C9 act	EphB4 ephrin blk	PTPN22 inh 2	PLK1 inh
CCOC(=O)CC1C(=O)NCCN1C(=O)Nc1ccccc1 (stereo not drawn)	-15	8	-5	12	6	0.9	0	7	-14
O=C(c1ccccc1)c1coc2ccc(O)c(Cl)c12	-12	2	-2	0	64*	0.4	-5	0	23

(cont.)
SMILES | Plk1 PBD FP | Candida biofilm | PTPN22 act | Rev-RRE block | CYP2C9 inh | CYP2C9 act | EphB4 ephrin blk | PTPN22 inh 2 | PLK1 inh
Cc1ccc(CNC(=O)C2CCCN(C(=O)N(C)C)C2)cc1 (stereo not drawn) | 15 | 8 | -5 | 3 | 0 | 1 | -7 | 4 | -13
COc1ccc(CSCCN)cc1Cl | -17 | / | -5 | 8 | 47 | 0.5 | 2 | 8 | -7
COc1ccccc1C(O)P(=O)(OC(C)C)c1ccc(N(C)C)cc1 (stereo not drawn) | -27 | 4 | 8 | 4 | / | / | 3 | -4 | -14
c1ccc(N=P(c2nc3ccccc3o2)(N2CCOCC2)N2CCOCC2)cc1 | 10 | 1 | -9 | 7 | -12 | 1.1 | 2 | 13 | -6
CC(C)CN1C(=O)c2ccc(C(=O)NCc3ccc4c(c3)OCO4)cc2C1=O | 14 | 8 | -9 | 15 | 16 | 0.8 | -10 | 10 | 6
